Compound activity deposited in PubChem BioAssay by National Center for Advancing Translational Sciences (NCATS).
Pol kappa inh: blocks human DNA polymerase kappa activity; Q9UBT6; purified Pol kappa, fluorescent DNA synthesis assay, 10 min; Potency, µM (series often up to 107 µM), inactives show top-dose activity, negative = inhibition, most hits filed as inhibitors; 400,000 compounds, 0.53% hits; note: % is set by controls: 0 for no effect and ±100 for the full control effect
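First, compounds were pin-transferred onto 10 nM Pol kappa. After 15 min at room temperature, substrate was added to 50 nM final. Fluorescence was then measured kinetically at 0 and 10 min.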
APE1 inh: inhibitors of human APE1 endonuclease; P27695; recombinant APE1, TAMRA/BHQ-2 abasic DNA cleavage fluorescence; Potency, µM (highest dose often 65.8 µM), for inactives: at the highest dose activity change, negative = inhibition, most hits filed as inhibitors; 350,000 compounds, 0.35% hits; AID 2517;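 note: plate controls were vehicle for no effect and reference inhibitor for full effect; nearly all actives have a fitted effect of over 55% in size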
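Readout is kinetic fluorescence (ex 525, em 598 nm) from cleavage of 50 nM TAMRA/BHQ-2 THF abasic duplex by 0.75 nM APE1, compound added 15 min beforehand at RT.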
JMJD2A Tudor: blocks the human JMJD2A Tudor domain. Potency, µM (doses to about 114 µM), inactives show top-dose activity change, negative = inhibition, usual class: inhibitors. O75164. AlphaScreen JMJD2A-Tudor / H3K4me3 peptide binding. 390,000 compounds, 4.4% hits; note: % is set by controls: 0 for no effect and ±100 for the full control effect; nearly all actives have a fitted effect of over 50% in size
Target sequence (O75164 whole entry, looked up, the tested form may be a part): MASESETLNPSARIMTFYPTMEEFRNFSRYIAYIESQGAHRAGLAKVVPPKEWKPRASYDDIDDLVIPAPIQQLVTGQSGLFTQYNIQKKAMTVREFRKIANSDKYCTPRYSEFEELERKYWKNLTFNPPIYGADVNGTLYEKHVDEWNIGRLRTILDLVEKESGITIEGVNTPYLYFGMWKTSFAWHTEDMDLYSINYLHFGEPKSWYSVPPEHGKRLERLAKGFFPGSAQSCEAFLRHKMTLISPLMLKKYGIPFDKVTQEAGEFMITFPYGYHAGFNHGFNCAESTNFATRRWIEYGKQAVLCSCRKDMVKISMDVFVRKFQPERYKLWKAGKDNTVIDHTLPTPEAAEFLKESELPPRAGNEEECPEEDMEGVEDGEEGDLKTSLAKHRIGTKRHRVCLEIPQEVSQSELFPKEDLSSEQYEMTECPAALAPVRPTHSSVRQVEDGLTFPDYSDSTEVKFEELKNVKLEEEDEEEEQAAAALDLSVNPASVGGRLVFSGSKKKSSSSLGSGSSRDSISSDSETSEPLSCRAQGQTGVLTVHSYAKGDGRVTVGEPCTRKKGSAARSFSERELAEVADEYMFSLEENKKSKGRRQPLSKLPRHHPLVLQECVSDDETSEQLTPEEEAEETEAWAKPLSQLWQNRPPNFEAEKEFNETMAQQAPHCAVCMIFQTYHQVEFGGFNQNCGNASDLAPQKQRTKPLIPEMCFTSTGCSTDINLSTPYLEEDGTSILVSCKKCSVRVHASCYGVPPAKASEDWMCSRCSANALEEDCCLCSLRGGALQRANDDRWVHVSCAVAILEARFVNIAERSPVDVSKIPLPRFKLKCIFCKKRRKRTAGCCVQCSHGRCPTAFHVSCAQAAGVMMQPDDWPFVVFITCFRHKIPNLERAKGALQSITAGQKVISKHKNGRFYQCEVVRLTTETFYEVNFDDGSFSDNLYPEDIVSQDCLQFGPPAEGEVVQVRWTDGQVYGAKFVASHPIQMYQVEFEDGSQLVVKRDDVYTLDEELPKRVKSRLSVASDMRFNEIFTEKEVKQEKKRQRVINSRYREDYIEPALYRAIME
BLM helicase inh: inhibitors of human Bloom syndrome helicase BLM; recombinant BLM DNA unwinding, fluorescence dequenching; AID 2528; Potency, µM (titrated, usually from 56.1 µM), for the others: at the top dose activity change, negative = inhibition, usual class: inhibitors; P54132; 350,000 compounds, 0.2% hits;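 note: plate controls were vehicle for no effect and no enzyme for full effect; nearly all actives have a fitted effect of over 35% in size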
BAZ2B inh: BAZ2B (human) inhibition | AlphaScreen BAZ2B-H3K14Ac peptide displacement | Potency, µM (titrated, usually from 114 µM), inactives show at the highest dose activity change, negative = inhibition, hits mostly inhibitors | 360,000 compounds, 4.4% hits; note: % is set by controls: 0 for no effect and ±100 for the full control effect; nearly all actives have a fitted effect of over 60% in size
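AlphaScreen displacement: compounds (up to 110uM) incubated 30 min at room temperature with a preformed 50 nM BAZ2B/50 nM biotinylated H3K14Ac peptide complex in PBS pH 7.4 with Tween-20. Donor and acceptor beads at 10 ug/mL final added, 20 min light-protected before reading.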
Pol iota inh: inhibitors of human DNA polymerase iota; Pol iota fluorescent replication assay, 10 min; Potency, µM (titrated, usually from 115 µM), for the others: at the highest dose activity, negative = inhibition, most hits filed as inhibitors; 390,000 compounds, 1% hits; AID 588590
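Pol iota at 10 nM preincubated 15 min with compounds at room temperature; reaction started with fluorescent substrate, 50 nM final. Fluorescence read kinetically at 0 and 10 min; buffer-only wells as negative control.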
Pol beta inh: blocks human DNA polymerase beta activity; 340,000 compounds, 1.3% hits; AID 485314; P06746; Pol beta primer extension/strand displacement, fluorescence kinetic; Potency, µM (titrated, usually from 114 µM), for inactives: at the highest dose activity change, negative = inhibition, hits mostly inhibitors; note: % is set by controls: 0 for no effect and ±100 for the full control effect
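Pol beta (10 nM) and compounds were preincubated 15 min at room temperature, then 50 nM substrate (final) started primer extension/strand displacement. Reads were taken at 0 and 10 min; concentration-response data were fitted to a four-parameter Hill equation.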
G9a inh: G9a (human) methyltransferase inhibition | Q96KQ7 | G9a H3K9 monomethylation, AlphaScreen, 2 h | Potency, µM (series often up to 102 µM), for the others: at the top dose activity, negative = inhibition, usual class: inhibitors | 350,000 compounds, 8.8% hits; note: % is set by controls: 0 for no effect and ±100 for the full control effect; nearly all actives have a fitted effect of over 75% in size
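Methyltransferase reactions run at room temperature for 2 h (20 nM enzyme, 500 nM biotin-H3K9 peptide, 20 uM SAM) after a 15 min compound preincubation; product detected by AlphaScreen beads and anti-H3K9me1 antibody.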
Pol eta inh: DNA polymerase eta (human) inhibition; recombinant Pol eta, fluorescent DNA replication assay; AID 588591; Q9Y253; Potency, µM (titrated, usually from 114 µM), without a hit: top-dose activity change, negative = inhibition, most hits filed as inhibitors; 390,000 compounds, 1.2% hits; note: % is set by controls: 0 for no effect and ±100 for the full control effect
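Pol eta at 10 nM preincubated with compounds 15 min at room temperature; reaction started with fluorescent substrate (50 nM final) and read kinetically at 0 and 10 min.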
* hit, by the source's call; ? = inconclusive; . = not tested or not shown; & = joins results of further samples; [ ] = another dose, or the depositor's remark. Calls come from the whole dose curve; as a rule, active = well fitted curve in the direction sought with a large enough effect; inconclusive = small, poorly fitted or top-dose-only effect, or another doubt; inactive = no such curve, though single readings can be large; an effect the other way counts as inactive or inconclusive. Potency is the fitted concentration of half-maximal effect. A portion of the library. The share of hits here may be higher or lower than overall.

Value order – Pol kappa inh, APE1 inh, JMJD2A Tudor, BLM helicase inh, BAZ2B inh, Pol iota inh, Pol beta inh, G9a inh, Pol eta inh
- Cc1ccc(NC(=O)Cc2c(O)c3ccccc3[nH]c2=O)c(C)c1
 : -7%, 0%, -1%, 2%, 0%, -25%, 1%, 2%, -10%
- CC(C)Cn1c(SCC(=O)c2ccc(Cl)s2)nnc1-c1ccco1
 : -27%, ?, ?, -15%, ?, 14%, ?, ?, -11%
- O=C(NC1CCCCCC1)C(Cc1ccccc1)n1cccc1 (stereo unspecified)
 : 1%, 1%, -4%, -2%, -32%, 24%, -5%, ?, -24%
- COc1ccc(N2CCN(S(=O)(=O)CCNC(=O)c3ccc(C(F)(F)F)cc3)CC2)cc1
 : -9%[60.1 µM], ., -6%, 1%, -3%, 4%, 9%, 10%[59 µM], -7%
- COc1ccc([C@H]2CC(=O)C=C(c3ccc(O)cc3)C2)cc1OC
 : 4%, -8%, -21%, ., -6%, 19%, ., -9%[2.33 µM], -4%
- N#Cc1ccc(C23CC4(C2)[C@H](CN(Cc2ccc(C(F)(F)F)cc2)[C@@H]4c2ccccc2)C3c2ccc(Cl)nc2)cc1 (stereo partly specified)
 : ., -1%&15%, ., -7%&-6%, 3%, ., 20%, 1%[12.7 µM], .
- COc1cc(C(=O)N2CCC(C(=O)Nc3cccc(C(C)=O)c3)CC2)cc(OC)c1OC
 : 2%, 3%, -5%, 0%, -4%, -6%, 0%, -13%[59 µM], -7%
- COc1ccc(C)cc1NC(=O)CN1CCCC1c1ccc2c(c1)OCCCO2 (stereo unspecified)
 : -18%, -10%, -9%, ., ., 0%, ., ., -14%
- CC(C)Cn1c(=O)[nH]c(=O)c2c(C(F)(F)F)cc(-c3ccccc3)nc21
 : 0%, ?, -15%, -15%, -13%, 25%, -1%, 17%[59 µM], ?
- CCOC(=O)N1CCN(C(=O)CCCCn2c(=S)[nH]c3ccsc3c2=O)CC1
 : 14%, 6%, ?, 0%, -32%, 71%[activator], 30%, 32µM*, -23%
- CCOC(=O)CN1C(=O)C(=O)N(Cc2cccc(C)c2)C1=O
 : -6%, 65%[activator], -12%, -3%, 35%[activator], -7%, 0%, ?, -5%
- CN(C)c1ccc(C(CNC(=O)c2ccccc2Br)c2c[nH]c3ccccc23)cc1 (stereo unspecified)
 : -6%, 1%, -21%, -7%, 14µM*, 2%, 8%, 10µM*, -12%
- Cc1cccc(C(=O)NCCc2nc3ccccc3n2CCC(C)C)c1
 : 1%, ., -11%, 1%, -2%, 7%, 2%, -4%[59 µM], .
- CC(=O)Nc1cc2ccc(OC(C)=O)cc2oc1=O
 : 5%, -2%, -8%, 1%, 10%, -30%, 25%, 12%, -1%
- Cc1ccc(OCCN2CCOCC2)cc1C
 : -10%, 5%, -10%, -2%, 2%, 49%[activator], -7%, -1%, 1%
- COC(=O)C1=C(C)N(Cc2ccccc2)C(=O)N[C@H]1c1ccco1
 : 1%, -1%[12.4 µM], -24%, 3%[12.4 µM], ., 0%, ., ., -4%
- Cc1noc(C)c1S(=O)(=O)N1CCCC(C(=O)NCC2CCCO2)C1 (stereo unspecified)
 : 6%, -2%, -5%, -13%, 7%, -7%, 41%, ?, -6%
- CN(C)/C=N/c1nc2nccc(-c3cccc(Cl)c3)n2n1
 : 5%, 5%, -30%[57.1 µM], -3%, 0%, 120%[activator], -21%, 3%, -15%
- Cc1ccc2c(c1)[C@@H]1[C@H](CO2)[C@H](c2ccccc2)[C@@]2(C)C(=O)N[C@H](C)C(=O)N12
 : 5%, -22%, -6%, ., ., 14%, ., ., -17%
- CCN(c1ccccc1)S(=O)(=O)c1ccc(C(=O)Nc2cc(C)ccn2)cc1
 : -7%, 15%, -8%, ., 6%, 20%, ., 15%[59 µM], -10%

Part of the list above, reformatted.
CC(=O)Nc1cc2ccc(OC(C)=O)cc2oc1=O
  Pol kappa inh: 5%; APE1 inh: -2%; JMJD2A Tudor: -8%; BLM helicase inh: 1%; BAZ2B inh: 10%; Pol iota inh: -30%; Pol beta inh: 25%; G9a inh: 12%; Pol eta inh: -1%

Cc1ccc(OCCN2CCOCC2)cc1C
  Pol kappa inh: -10%; APE1 inh: 5%; JMJD2A Tudor: -10%; BLM helicase inh: -2%; BAZ2B inh: 2%; Pol iota inh: 49%[activator]; Pol beta inh: -7%; G9a inh: -1%; Pol eta inh: 1%

COc1ccc(N2CCN(S(=O)(=O)CCNC(=O)c3ccc(C(F)(F)F)cc3)CC2)cc1
  Pol kappa inh: -9%[60.1 µM]; APE1 inh: .; JMJD2A Tudor: -6%; BLM helicase inh: 1%; BAZ2B inh: -3%; Pol iota inh: 4%; Pol beta inh: 9%; G9a inh: 10%[59 µM]; Pol eta inh: -7%

Cc1ccc(NC(=O)Cc2c(O)c3ccccc3[nH]c2=O)c(C)c1
  Pol kappa inh: -7%; APE1 inh: 0%; JMJD2A Tudor: -1%; BLM helicase inh: 2%; BAZ2B inh: 0%; Pol iota inh: -25%; Pol beta inh: 1%; G9a inh: 2%; Pol eta inh: -10%

Entries listed so far that contain an NH in an aromatic ring, in the order listed:
Value order – Pol kappa inh, APE1 inh, JMJD2A Tudor, BLM helicase inh, BAZ2B inh, Pol iota inh, Pol beta inh, G9a inh, Pol eta inh
- Cc1ccc(NC(=O)Cc2c(O)c3ccccc3[nH]c2=O)c(C)c1
 : -7%, 0%, -1%, 2%, 0%, -25%, 1%, 2%, -10%
- CC(C)Cn1c(=O)[nH]c(=O)c2c(C(F)(F)F)cc(-c3ccccc3)nc21
 : 0%, ?, -15%, -15%, -13%, 25%, -1%, 17%[59 µM], ?
- CCOC(=O)N1CCN(C(=O)CCCCn2c(=S)[nH]c3ccsc3c2=O)CC1
 : 14%, 6%, ?, 0%, -32%, 71%[activator], 30%, 32µM*, -23%
- CN(C)c1ccc(C(CNC(=O)c2ccccc2Br)c2c[nH]c3ccccc23)cc1 (stereo unspecified)
 : -6%, 1%, -21%, -7%, 14µM*, 2%, 8%, 10µM*, -12%

Quoted from the listing.
In BAZ2B inh, Cc1cccc(C(=O)NCCc2nc3ccccc3n2CCC(C)C)c1 reads -2%
In JMJD2A Tudor, COc1cc(C(=O)N2CCC(C(=O)Nc3cccc(C(C)=O)c3)CC2)cc(OC)c1OC reads -5%

The list continues.
Value order – Pol kappa inh, APE1 inh, JMJD2A Tudor, BLM helicase inh, BAZ2B inh, Pol iota inh, Pol beta inh, G9a inh, Pol eta inh
- O=C(CSc1nncs1)Nc1cc(S(=O)(=O)N2CCOCC2)ccc1N1CCCC1
 : -9%, 10%, -4%, ., -6%, 4%, ., 35µM*, -8%
- COc1ccc(-n2c(=O)c3ccc(C(=O)NCc4ccc(C)cc4)cc3n(CC(=O)Nc3ccc(C)cc3)c2=O)cc1
 : -23%, ., -12%, -8%, ., -25%, -15%, -30%[59 µM], 2%
- Cc1c(C(=O)N2CCc3ccccc32)oc2c1C(=O)CC(C)(C)C2
 : -13%, 0%, -21%, -3%, 1%, 6%, 2%, -6%[12.7 µM], -7%
- Cc1cc(S(=O)(=O)N2CCOCC2)ccc1OCC(=O)Nc1ccccc1C(F)(F)F
 : 1%, 23%, -9%, 3%, -8%, 44%[activator], 12%, 22%, 2%
- COc1ccc(CN(C)C(=O)Cn2ccc(N)nc2=O)cc1OC
 : 2%, 21%, -3%, ., 2%, -12%, ., -7%[0.501 µM], -3%
- CCOc1cc(C(=O)Nn2cnnc2)cc(OCC)c1OCC
 : -3%, 0%, -13%, -2%, -7%, 31%[activator], -15%, -3%, -1%
- Cn1c(-c2ccccc2)c(/C=N/NC(=O)c2ccc(O)cc2)c2ccccc21
 : -1%, -7%, -29%, -18%, -28%, 25%, 3%, -34%, -15%
- CCC(=O)NC1(Cc2ccc(O)cc2)CCCCC1
 : -2%, -1%, -15%, -1%, -15%, -12%, 5%, -8%, -17%
- COc1cc2c(C(F)(F)F)c(-c3ccc(C#N)cc3)oc(=O)c2cc1OC
 : 0%, 10%, -15%, ., ., 17%, ., ., -7%
- COc1ccc(Cn2ccnc2)cc1[N+](=O)[O-]
 : -7%, 2%, -11%, -2%, -22%, 14%, 6%, 7%[59 µM], -9%
- Cc1cccc(N2C(=N)SCC2=O)c1C
 : -5%, 0%, -9%, -2%, -3%, 13%, -22%, -10%[59 µM], -11%
- CN1CCN(S(=O)(=O)c2ccccc2)C(c2ccccc2)C1 (stereo unspecified)
 : 10%, 31%, 8%, ., ., 27%, ., ., -11%
- CC(=O)c1nn(-c2cccc(Cl)c2)cc1C(=O)c1ccco1
 : -11%, -4%, -1%, -2%, -2%, 15%, 17%, 40%[0.501 µM], -17%
- O=C(OCC(O)CO)c1ccccc1Nc1ccnc2cc(Cl)ccc12 (stereo unspecified)
 : -3%, 3%, 4%, -5%, 5%, -7%, ., 3%[12.7 µM], -10%
- O=C(CN1C(=O)CCC1=O)Nc1nc(-c2ccc(Oc3ccccc3)cc2)cs1
 : -13%, 3%, -14%, -1%, -30%, 6%, -17%, -37%[59 µM], -8%
- CCCCNc1nnc(SCC(=O)N2CCN(S(=O)(=O)c3ccc4ccccc4c3)CC2)s1
 : -3%, 16%, -14%[57.1 µM], -2%, -5%, 11%, 8%, ?, -24%
- COc1cccc(CNC(=O)C2CCCCN2S(=O)(=O)c2ccc(F)cc2)c1 (stereo unspecified)
 : 0%, ., 7%, -1%, 6%, 8%, 3%, 3%[59 µM], -14%
- Cc1ccc(CSc2nc3c(c(=O)[nH]2)C(c2ccncc2)C2=C(CCCC2=O)N3)cc1 (stereo unspecified)
 : -3%, 9%, -13%[57.1 µM], -4%, -2%, 5%, -26%, ?, 1%
- Cc1c(C(=O)Nc2ccccc2-c2ccccc2)cccc1[N+](=O)[O-]
 : -7%, -2%, -14%, 2%, 7%, -2%, 13%, 7%[59 µM], -15%
- COCC(C)NC(=O)COc1ccc(Cl)cc1Cl (stereo unspecified)
 : -5%, 11%, 20%[57.1 µM], 5%, 2%, 14%, 8%, -6%[59 µM], -12%
- Cc1nn(C)c2c1c(C(F)(F)F)cc(=O)n2C(C)C(=O)NCc1ccc(Cl)cc1 (stereo unspecified)
 : -10%, ., -21%, -2%, -3%, -26%, 0%, 9%[59 µM], -8%
- COc1ccc(-c2csc(NCCc3nc4cc(Cl)c(Cl)cc4n3CCCO)n2)cc1
 : 2%, ., -29%, ., ., -10%, ., ., -23%
